Compound activity as filed in PubChem.
AHR act = activators of human aryl hydrocarbon receptor; activation, % at 5 µM; AHR-responsive luciferase reporter cells, luminescence; AID 2796; 320,000 tested, 2.5% active; in the data active = activation above about 47%;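 note: 0% = vehicle wells and 100% = reference agonist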
Target sequence (P35869 whole entry, looked up): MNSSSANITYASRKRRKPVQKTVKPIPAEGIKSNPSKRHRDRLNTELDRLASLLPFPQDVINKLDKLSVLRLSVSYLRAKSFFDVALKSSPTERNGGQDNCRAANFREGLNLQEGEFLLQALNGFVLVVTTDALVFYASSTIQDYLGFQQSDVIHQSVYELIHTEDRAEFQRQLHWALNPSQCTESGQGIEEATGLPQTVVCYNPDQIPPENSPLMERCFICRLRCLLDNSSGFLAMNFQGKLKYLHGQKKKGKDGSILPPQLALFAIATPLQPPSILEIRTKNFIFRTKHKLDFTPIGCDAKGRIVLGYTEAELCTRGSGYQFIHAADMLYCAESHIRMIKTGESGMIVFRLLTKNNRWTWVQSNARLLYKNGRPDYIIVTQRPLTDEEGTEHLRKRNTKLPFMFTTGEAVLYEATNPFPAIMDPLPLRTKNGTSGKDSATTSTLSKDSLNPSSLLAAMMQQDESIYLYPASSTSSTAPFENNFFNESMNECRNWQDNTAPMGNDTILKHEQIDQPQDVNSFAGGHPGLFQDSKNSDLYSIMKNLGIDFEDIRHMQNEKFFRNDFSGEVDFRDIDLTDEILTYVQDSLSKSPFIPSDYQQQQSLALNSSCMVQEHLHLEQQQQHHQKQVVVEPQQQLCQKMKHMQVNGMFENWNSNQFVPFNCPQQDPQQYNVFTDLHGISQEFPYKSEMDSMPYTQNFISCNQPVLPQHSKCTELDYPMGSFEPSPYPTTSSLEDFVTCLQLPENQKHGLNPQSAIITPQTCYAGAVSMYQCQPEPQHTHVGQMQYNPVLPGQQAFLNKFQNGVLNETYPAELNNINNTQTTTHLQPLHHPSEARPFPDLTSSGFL
CIT2-GFP yeast = yeast TOR pathway CIT2-GFP modulation; S. cerevisiae CIT2-GFP strain, flow cytometry, 3 h; 100 means same as DMSO wells; GFP response vs DMSO, % at 10 µM; 320,000 tested, 0.065% active; AID 2029;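 active = GFP response relative to DMSO above a set limit, near the screen mean plus 3 SD, cut at about 150% in these data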;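 note: ratio of well median GFP fluorescence to mean of DMSO wells on the plate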
CR mimetic SO = yeast age-related superoxide inhibition as caloric restriction mimetic. 330,000 tested, 0.18% active. S. cerevisiae aged cells, superoxide DHE fluorescence; hits give low values. AID 2690. superoxide response (% of plate mean), % at 10 µM;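 active = superoxide response under a set limit, about three screen SD below normal, cut at about 65% in these data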;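 note: yeast aged for seven days with compound at 30 °C before DHE staining; 100% = average MFI of all compound-treated wells on the plate with controls excluded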
AGP1-GFP MLPCN = modulators of TOR pathway AGP1-GFP in S. cerevisiae; S. cerevisiae AGP1-GFP multiplex flow cytometry, 3 h; GFP as percent of DMSO wells; GFP response vs DMSO, % at 10 µM; 320,000 tested, 0.02% active; AID 2066;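 active = GFP response relative to DMSO above a set limit, near screen average plus 3 SD, cut at about 150% in these data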;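 note: median GFP channel fluorescence of the gated AGP1 strain per well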
MEP2 TOR yeast = yeast TOR pathway MEP2-GFP modulation | S. cerevisiae MEP2-GFP strain, flow cytometry GFP, 3 h; 100% = DMSO control level | GFP response vs DMSO, % at 10 µM | 330,000 tested, 0.51% active | AID 2016;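 active = GFP response versus DMSO above a set limit, roughly screen mean plus 3 SD, cut at about 180% in these data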;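 note: median GFP fluorescence of the barcode-gated MEP2-GFP cells per well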
RPL19A-GFP yeast = alters RPL19A-GFP fluorescence in TOR pathway yeast screen. S. cerevisiae RPL19A-GFP strain, flow cytometry, 3 h; hits give low values. percent response vs DMSO, % at 10 µM. 330,000 tested, 0.3% active. AID 2025;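 active = percent response vs DMSO below 50%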;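 note: median channel GFP fluorescence of the barcoded RPL19A-GFP strain; ratio of sample median GFP to plate DMSO average so 100% = DMSO; lower means less RPL19A-GFP as with rapamycin TOR inhibition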
LAP4 TOR yeast = alters LAP4-GFP fluorescence in TOR pathway yeast screen; GFP response vs DMSO, % at 10 µM; S. cerevisiae LAP4-GFP multiplex, flow cytometry GFP, 3 h; median GFP as percent of DMSO wells; 320,000 tested, 0.34% active;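 active = GFP response vs DMSO above a set limit, about the screen mean plus 3 SD, cut at about 150% in these data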
Efflux pump inh = blocks antifungal efflux pumps in multiplex yeast assay. inhibition, % at 10 µM. S. cerevisiae Candida pump triplex, Nile Red efflux. AID 485275. 330,000 tested, 0.44% active;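 active = plate passing quality check with inhibition over a set limit, or well fluorescence over plate mean plus 4 SD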;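 note: Nile Red retained in pooled yeast measured as flow cytometry median fluorescence; 0% = buffer negative control and 100% = Enniatin B positive control; higher means more Nile Red kept so more efflux inhibition; some compounds called inactive have numbers as strong as hits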
Numbers without * were called inactive; . = not tested or not shown.

Every second line gives: AHR act	CIT2-GFP yeast	CR mimetic SO	AGP1-GFP MLPCN	MEP2 TOR yeast	RPL19A-GFP yeast	LAP4 TOR yeast	Efflux pump inh
COc1ccc(COC(=O)c2ccc(Br)c(S(=O)(=O)N3CCOCC3)c2)cc1F
 : -4.7	78.9	120.8	95.7	91.0	89.2	93.7	0.3
COCCNCc1ccccc1[N+](=O)[O-]
 : 12.7	76.2	109.9	84.2	96.1	95.7	99.7	0.0
CCSc1nnc([C@H](Cc2ccccc2)NC(=O)OC(C)(C)C)o1
 : -1.4	96.1	96.2	99.5	93.8	99.2	92.1	0.0
O=C(CCN1C(=O)C2C3CC(C(Br)C3Br)C2C1=O)OCC(=O)c1cccc([N+](=O)[O-])c1 (configuration not stated)
 : 0.0	101.3	104.6	97.6	100.6	103.5	90.3	0.1
COc1ccc(Nc2nc3ccccc3s2)cc1
 : 2.2	78.3	95.3	89.4	95.1	94.2	106.7	0.5
Cc1cccc(OCC(=O)Nc2ccc(C(=O)NCc3cccnc3)cc2)c1
 : 1.5	100.2	90.3	99.2	93.9	97.6	92.9	0.0
O/N=C/c1ccc(OCc2ccccc2F)c(Cl)c1
 : -4.7	89.8	105.3	84.9	95.7	97.7	99.1	0.2
Cc1ccc2[nH]c(=O)c(CNS(=O)(=O)c3ccccc3)c(-c3ccccc3)c2c1
 : 16.2	99.1	104.1	89.6	99.5	101.5	86.3	0.6
O=C(Nc1ccc2ccccc2n1)c1ccccc1Cl
 : -3.7	103.8	117.3	97.6	102.4	96.9	114.4	0.2
Cc1ccc(C(C)C)c(OCCCN2CCc3ccccc3C2)c1
 : 19.6	98.4	105.4	105.0	112.6	110.6	95.3	0.3
CC1(C)CC2CC(C)(CN2S(=O)(=O)c2ccc(N)cc2)C1 (configuration not stated)
 : -0.6	109.2	101.5	101.0	103.6	101.4	104.1	-0.1
Cn1c(N2CCN(C(=O)NC34CC5CC(CC(C5)C3)C4)CC2)nc2ccccc21
 : 3.1	.	93.8	96.2	93.9	96.3	92.6	0.0
COC(=O)CCC(=O)OC1(C)C(=O)C=C2C=C(C3CC3)N(C3CCCC3)C=C2C1=O (configuration not stated)
 : 2.2	102.6	97.5	103.1	106.4	105.1	94.1	0.0
COc1cccc(Cn2nc(C(=O)O)c3ccccc3c2=O)c1
 : 3.3	121.3	81.0	117.4	104.7	100.8	108.6	-0.2
Cn1c(=O)c2c(ncn2CC(=O)N/N=C/C(Br)=C/c2ccccc2)n(C)c1=O
 : -3.1	104.0	105.1	102.9	109.2	103.1	100.3	0.2
Cc1ccc2c(cnn2C(=O)CCC(=O)NC2CCCCC2)c1
 : 2.4	82.2	108.7	91.7	93.3	91.1	101.0	-0.1
COCCN1C=C2C(=O)C(C)(OC(=O)C3CCCC3)C(=O)C=C2C=C1c1ccsc1 (configuration not stated)
 : 3.5	96.1	106.4	99.9	101.7	100.5	99.7	0.2
O=C(Nc1ccccc1C(=O)NCCCN1CCOCC1)c1ccccc1
 : -2.4	100.3	110.0	100.0	102.3	102.3	98.0	-0.1
S=c1[nH]nc(-c2n[nH]c3c2CCC3)n1/N=C/C=C/c1ccccc1
 : 25.6	92.0	98.5	102.7	90.9	92.1	96.5	-0.1
OCc1ncc(-c2ccccc2)s1
 : 3.5	99.4	97.4	101.7	102.8	102.7	95.8	0.3
O=C(CCCN1C(=O)C2CC=CCC2C1=O)Nc1ccccc1Cl (configuration not stated)
 : -1.6	97.6	98.5	100.7	97.2	96.1	98.0	0.0
CCc1nc2sc3ccccc3c(=O)c2c(=O)n1CCOC
 : 1.9	96.5	94.7	99.2	98.7	98.9	103.6	-0.2
Cc1ccc(S(=O)(=O)NCCC(=O)NC2CCCC2)cc1
 : -1.6	99.2	95.5	94.2	98.8	.	95.6	-1.0
Clc1ccc(-c2nnc(-c3ccccc3)c(-c3ccccc3)n2)cc1
 : 0.2	95.5	94.3	99.7	101.0	98.7	98.5	-0.2
Oc1ccc(NC(=S)N=Nc2c(O)[nH]c3ccccc23)cc1
 : 7.1	102.1	96.3	104.2	99.9	87.8	102.8	-0.1
COc1ccccc1NC(=S)NC(C)C(c1cccs1)N1CCOCC1 (configuration not stated)
 : 2.8	92.3	95.1	99.4	99.1	93.2	113.2	-0.1
O=C(Nc1ccc(Cl)c(Cl)c1)N1CCC(N2CCCCC2)CC1
 : -1.0	107.3	89.9	102.1	107.3	97.7	104.5	-0.1
CCCS(=O)(=O)N1CCCC(C(=O)NCc2cccnc2)C1 (configuration not stated)
 : 0.9	116.1	102.5	107.1	115.0	107.1	108.9	-0.1
Cc1cccc(-n2c(CNC(=O)Cc3ccccc3)n[nH]c2=S)c1
 : 1.4	113.3	115.2	100.2	113.5	96.0	117.5	-0.1
COc1cc(/C=C2\C(=O)ON=C2c2ccccc2)cc(Br)c1O
 : 2.2	119.1	92.0	89.2	96.4	91.8	157.3*	0.0
COc1ccc(CCNC(=O)C2CCCN2C(=O)Nc2cccc(OC)c2)cc1 (configuration not stated)
 : 0.6	106.2	104.9	97.7	104.0	103.6	89.6	0.1
COc1ccc(C2N=C(c3ccccc3)NC(c3ccccc3)=N2)cc1
 : -0.5	104.0	98.4	101.3	111.7	109.9	97.8	0.6
CC(C)Cc1nnc(NC(=O)C2=COCCO2)s1
 : 6.5	107.7	102.7	107.4	106.5	111.8	100.6	0.0
Cc1cc(F)ccc1N1CCC(N2CCN(CCC(C)C)C(CCO)C2)CC1 (configuration not stated)
 : -1.2	91.2	106.2	96.0	94.7	96.0	100.7	0.0
OCCCn1c(-c2ccccc2)n[nH]c1=S
 : -2.6	102.2	78.3	99.0	101.9	99.9	95.0	0.0
CCOC(=O)Cc1csc(SCC(=O)Nc2ccc3[nH]c(=O)[nH]c3c2)n1
 : -0.3	93.8	108.0	94.2	93.4	92.1	97.7	-0.2
COCCN(C(=O)CSc1n[nH]c(-c2ccccc2)n1)c1c(N)n(CC(C)C)c(=O)[nH]c1=O
 : -1.2	86.5	109.8	96.8	89.2	91.8	101.5	0.1
CCOc1cc(C=O)ccc1OCCn1c([N+](=O)[O-])cnc1C
 : -0.2	105.6	107.3	98.1	107.4	102.1	76.5	-0.2
CC(C)CN(CC(C)C)C(=O)COn1nnc2ccc(S(=O)(=O)N3CCOCC3)cc21
 : -0.8	82.0	100.5	87.8	85.5	92.3	89.1	0.0
C/C(=N\NC(=O)c1ccc([N+](=O)[O-])c(C)c1)c1ccccc1Cl
 : 0.3	98.3	104.5	96.3	101.3	100.3	90.3	-0.1
CC1=C(C)CC(C(=O)NCCCN2CCCC2=O)C(C(=O)O)C1 (configuration not stated)
 : -1.2	102.3	98.0	97.3	96.2	101.3	105.2	0.0
COc1ccc(-c2nnc(SCc3nc4ccccc4s3)n2C(C)C)cc1
 : 14.9	101.9	102.1	95.5	103.2	98.3	93.2	0.1
CN(CCOc1ccccc1Cl)Cc1ccccc1
 : 2.3	106.8	109.9	101.8	108.0	106.4	88.3	0.1
Cc1ccccc1N1CCN(c2ncnc3c2cnn3Cc2ccc(Cl)cc2)CC1
 : 6.3	97.0	109.3	93.8	107.0	97.1	95.5	0.2
O=C(O)C(C/C(=N/O)c1ccc(Br)cc1)P(=O)(c1ccccc1)c1ccccc1 (configuration not stated)
 : 0.6	84.7	132.8	99.9	98.0	99.2	99.6	0.1

Nine entries from above, comma-delimited.
Compound,AHR act,CIT2-GFP yeast,CR mimetic SO,AGP1-GFP MLPCN,MEP2 TOR yeast,RPL19A-GFP yeast,LAP4 TOR yeast,Efflux pump inh
COCCN(C(=O)CSc1n[nH]c(-c2ccccc2)n1)c1c(N)n(CC(C)C)c(=O)[nH]c1=O,-1.2,86.5,109.8,96.8,89.2,91.8,101.5,0.1
CCOc1cc(C=O)ccc1OCCn1c([N+](=O)[O-])cnc1C,-0.2,105.6,107.3,98.1,107.4,102.1,76.5,-0.2
CC(C)CN(CC(C)C)C(=O)COn1nnc2ccc(S(=O)(=O)N3CCOCC3)cc21,-0.8,82.0,100.5,87.8,85.5,92.3,89.1,0.0
C/C(=N\NC(=O)c1ccc([N+](=O)[O-])c(C)c1)c1ccccc1Cl,0.3,98.3,104.5,96.3,101.3,100.3,90.3,-0.1
CC1=C(C)CC(C(=O)NCCCN2CCCC2=O)C(C(=O)O)C1 (configuration not stated),-1.2,102.3,98.0,97.3,96.2,101.3,105.2,0.0
COc1ccc(-c2nnc(SCc3nc4ccccc4s3)n2C(C)C)cc1,14.9,101.9,102.1,95.5,103.2,98.3,93.2,0.1
CN(CCOc1ccccc1Cl)Cc1ccccc1,2.3,106.8,109.9,101.8,108.0,106.4,88.3,0.1
Cc1ccccc1N1CCN(c2ncnc3c2cnn3Cc2ccc(Cl)cc2)CC1,6.3,97.0,109.3,93.8,107.0,97.1,95.5,0.2
O=C(O)C(C/C(=N/O)c1ccc(Br)cc1)P(=O)(c1ccccc1)c1ccccc1 (configuration not stated),0.6,84.7,132.8,99.9,98.0,99.2,99.6,0.1

New compounds follow
Every second line gives: AHR act	CIT2-GFP yeast	CR mimetic SO	AGP1-GFP MLPCN	MEP2 TOR yeast	RPL19A-GFP yeast	LAP4 TOR yeast	Efflux pump inh
COC(=O)c1nnn(CC(=O)NC(=O)Nc2cccc(Cl)c2C)c1C(=O)OC
 : 0.5	97.6	105.8	106.8	101.6	98.2	111.0	0.0
CCN1C(=O)/C(=C\c2ccncc2)SC1=Nc1ccc(C)c(C)c1
 : 5.6	84.9	108.0	88.0	96.2	90.9	108.2	-8.9
CCn1ncc(C2=NOC(C(=O)NCCc3ccccc3)C2)c1C (configuration not stated)
 : 2.5	98.3	74.2	94.2	99.0	98.4	104.3	0.1
CCOC(=O)c1oc2ccccc2c1NC(=O)CN1CCN(C)CC1
 : 4.3	98.7	106.0	107.5	102.6	110.9	107.4	0.1
COc1ccccc1N1CCN(C(CNS(C)(=O)=O)c2cccnc2)CC1 (configuration not stated)
 : -1.5	110.4	76.2	104.4	110.6	107.9	97.0	-0.1
c1ccc(-c2cn3c(n2)-c2ccccc2C3)cc1
 : 17.8	97.1	114.3	102.5	107.6	108.8	98.9	0.1
COP(=O)(OC)c1nc(-c2ccc([N+](=O)[O-])cc2)oc1N1CCCCC1
 : 0.8	104.1	95.0	102.4	113.3	105.3	104.5	-0.1
COc1ccc(Cl)cc1NC(=O)[C@@]1(CC(=O)O)CC(/C=C/c2ccccc2)=NO1
 : 3.3	118.0	109.0	114.1	105.9	107.3	113.2	0.1
COC(=O)c1cc(OCC(=O)NC2CCCc3ccccc32)cc(C(=O)OC)c1 (configuration not stated)
 : -3.9	97.8	122.0	95.8	104.0	95.7	96.6	-0.1
O=C(O)CCn1c(C2CCCCC2)nc2ccccc21
 : -3.1	103.2	103.8	105.4	101.7	104.5	108.3	-0.3
